NPSR antag = qHTS Assay for Antagonists of the Neuropeptide S Receptor: cAMP Signal Transduction; Q6W5P4; CHO-NPSR cells, cAMP TR-FRET, antagonist mode; Potency, µM (series often up to 38.3 µM), for the others: top-dose activity change, negative = inhibition, most hits filed as inhibitors; hit rate 1% among 220,000; AID 1461, 2008; further: potency means the concentration at half of the fitted maximal effect; on the % scale 0 is the no-effect control and ±100 the full control effect; nearly all actives have a fitted effect of over 50% in size; many of its hits are not listed in these tables
Target sequence (Q6W5P4 whole entry, looked up): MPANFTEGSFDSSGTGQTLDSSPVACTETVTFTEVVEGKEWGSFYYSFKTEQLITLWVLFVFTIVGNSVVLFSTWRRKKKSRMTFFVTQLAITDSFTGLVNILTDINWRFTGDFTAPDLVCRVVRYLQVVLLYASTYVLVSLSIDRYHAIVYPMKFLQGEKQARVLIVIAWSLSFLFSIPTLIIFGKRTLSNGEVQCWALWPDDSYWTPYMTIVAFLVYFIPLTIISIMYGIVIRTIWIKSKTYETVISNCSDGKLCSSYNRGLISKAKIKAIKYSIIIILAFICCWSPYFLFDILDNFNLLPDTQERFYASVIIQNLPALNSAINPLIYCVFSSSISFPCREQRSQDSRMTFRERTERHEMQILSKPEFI
Lamin A splicing = qHTS Assay for Modulators of Lamin A Splicing | HeLa LMNA splicing GFP/RFP minigene ratio, 48 h | Potency, µM (series often up to 46.1 µM), inactives show at the highest dose ratio change, negative = inhibition, usual class: inhibitors | hit rate 0.01% among 200,000; active means well fitted inhibition curve with a large enough effect in the signal ratio, with a control signal flat, not every such curve was filed as active; inconclusive means small, poorly fitted or top-dose-only effect, or effect the other way, or a change in a side signal; the % refers to the signal ratio; further: potency means the concentration at half of the fitted maximal effect; on the % scale 0 is the no-effect control and ±100 the full control effect
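S3 HeLa cells stably expressing lamin A-EGFP splicing minigene plus DsRed2, 600 cells/well, 48 h compound exposure at 37C. Laser-scanning cytometry; analysed as GFP (500-530 nm)/RFP (575-640 nm) total intensity ratio; 0.5% DMSO vehicle.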
IMPase Li cell = qHTS Assay for Identifying the Cell-Membrane Permeable IMPase Inhibitors: Potentiation with Lithium; CHO-M1 cells, IP1 TR-FRET (IP-One), carbachol + lithium; Potency, µM (series often up to 59.4 µM), without a hit: at the top dose activity, negative = IMPase inhibition, most hits filed as inhibitors; hit rate 0.35% among 210,000;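 further: IP1 builds up when IMPase is blocked and the TR-FRET signal falls; potency means the concentration at half of the fitted maximal effect; plate controls were basal vehicle for no effect and high inhibitor control for full effect; nearly all actives have a fitted effect of over 50% in size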
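Steps: plate 2000 CHO-M1 cells per well and culture 16–30 h; add compound and lithium; incubate 30 min, 37C; add d2-IP1 tracer and Eu cryptate anti-IP1 antibody in lysis buffer; read after 10 min at room temperature.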
aGal spleen mod = qHTS Assay for Inhibitors and Activators of Human alpha-Galactosidase From Spleen Homogenate | Alpha-galactosidase A (Homo sapiens), P06280 | human spleen homogenate, 4MU-alpha-Gal fluorescence, 40 min | Potency, µM (highest dose often 80 µM), without a hit: top-dose activity change, negative = inhibition, actives largely listed as inhibitors | hit rate 0.008% among 240,000;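 further: potency means the concentration at half of the fitted maximal effect; 0% = enzyme with vehicle and -100% = no enzyme basal signal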
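Inhibition or activation of alpha-galactosidase in human spleen homogenate is scored by 4-MU fluorescence after 40 min at 37C, pH 5.0, with 1 mM substrate. AC50s come from concentration-response fitted to the Hill equation.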
KinaseGlo FLuc = Counterscreen for Luciferase (Kinase-Glo TM) Inhibition; Luciferin 4-monooxygenase (Photuris pensylvanica), Q27757; Kinase-Glo luciferase, ATP luminescence, 8 min; Potency, µM (top dose mostly 38.3 µM), without a hit: at the highest dose activity change, negative = inhibition, actives largely listed as inhibitors; hit rate 0.28% among 200,000; AID 1379, 2008; further: potency means the concentration at half of the fitted maximal effect; on the % scale 0 is the no-effect control and ±100 the full control effect; nearly all actives have a fitted effect of over 60% in size
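Substrate mix (final 50 mM imidazole pH 7.2, 50 mM KCl, 7 mM MgCl2, 10 uM ATP, 0.01% Tween 20, 0.05% BSA) plus pin-tool compound, then Kinase-Glo detection mix; 8 min ambient, luminescence read.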
Epigenetic derep = Quantitative High-Throughput Screen for Regulators of Epigenetic Control; murine LDR cells, GFP reporter derepression, 30 h; hit rate 0.2% among 280,000; AID 1865, 2009; Potency, µM (doses to about 53.9 µM), for inactives: at the top dose GFP activation, most hits filed as activators; further: potency means the concentration at half of the fitted maximal effect; % of control where 0% means no effect; nearly all actives have a fitted effect of over 60% in size
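Readout is the number of GFP-expressing murine LDR cells, counted by cytometry following washing. Cells were treated with compound for 30 h at 37 C; the stably integrated CMV-GFP locus is normally silent.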
CBFb RUNX1 block = qHTS Assay for Compounds Blocking the Interaction Between CBF-beta and RUNX1 for the Treatment of Acute Myeloid Leukemia | Runt-related transcription factor 1 (Homo sapiens) + Core-binding factor subunit beta … | AID 1477, 2009 | AlphaScreen CBFb-His/RUNX1-biotin binding, biochemical | Potency, µM (top dose mostly 59.8 µM), for inactives: at the highest dose activity, negative = inhibition, actives largely listed as inhibitors | 230,000 tested, under 10 active; further: % of control where 0% means no effect
Target sequence (Q01196 whole entry, looked up): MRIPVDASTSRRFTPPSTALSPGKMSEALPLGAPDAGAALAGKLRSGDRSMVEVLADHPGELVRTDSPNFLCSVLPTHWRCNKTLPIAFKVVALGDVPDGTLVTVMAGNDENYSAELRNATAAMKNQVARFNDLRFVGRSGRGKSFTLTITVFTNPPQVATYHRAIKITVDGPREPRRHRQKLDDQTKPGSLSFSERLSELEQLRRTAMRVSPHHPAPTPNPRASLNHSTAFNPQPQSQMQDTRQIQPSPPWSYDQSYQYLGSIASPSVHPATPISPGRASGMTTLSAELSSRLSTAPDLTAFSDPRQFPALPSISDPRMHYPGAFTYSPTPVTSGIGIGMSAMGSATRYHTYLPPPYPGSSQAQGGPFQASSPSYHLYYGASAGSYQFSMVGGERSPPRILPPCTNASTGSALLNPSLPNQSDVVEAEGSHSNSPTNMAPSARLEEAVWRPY
Target sequence (Q13951 whole entry, looked up): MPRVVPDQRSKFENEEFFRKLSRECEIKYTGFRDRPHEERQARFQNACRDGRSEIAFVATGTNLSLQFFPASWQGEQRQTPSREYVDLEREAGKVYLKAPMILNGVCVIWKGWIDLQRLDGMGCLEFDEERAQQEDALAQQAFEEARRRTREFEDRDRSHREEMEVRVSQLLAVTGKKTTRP
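CBFb-His/RUNX1-biotin, 30 nM each, preincubated 20 min RT; compound 15 min RT; Ni + streptavidin beads 50 ng each, 90 min RT; AlphaScreen read.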
* hit, by the source's call; u = inconclusive; x = no result given; [ ] = another dose, or the depositor's remark. Unless noted, the call rests on the fitted dose curve; in most records, active means well fitted curve in the direction sought with a large enough effect; inconclusive means small, poorly fitted or top-dose-only effect, or another doubt; inactive means no such curve, though single readings can be large; an effect the other way counts as inactive or inconclusive. Not all compounds are listed; count on the stated rates, not on these rows.

SMILES | NPSR antag | Lamin A splicing | IMPase Li cell | aGal spleen mod | KinaseGlo FLuc | Epigenetic derep | CBFb RUNX1 block
COc1ccccc1CNC(=O)C1CC(=O)N(c2ccc(C)c(C)c2)C1 (centres undefined) | -9%[46.1 µM] | -6% | 22%[38.3 µM] | 0% | -2% | -2.1% | 5%
NS(=O)(=O)c1ccc(NC(=S)Nc2ccn(Cc3cccc4ccccc34)n2)cc1 | -46% | x | 13% | -6% | x | 1.1% | -16%
COC(=O)c1sc(SC)c(S(=O)(=O)C(C)C)c1N | 2%[7.67 µM] | x | x | 0% | x | 1.4% | 1%
O=C(O)C(Cc1ccccc1)N1C(=O)c2cccc3cccc(c23)C1=O (centres undefined) | 7% | -6%[46 µM] | -4% | -5% | -5% | 1.1% | 3%
O=C(Cn1cnc2ccccc2c1=O)N(Cc1ccco1)c1ccc(O)cc1 | -3%[46.1 µM] | 2% | -7%[38.3 µM] | -4% | -1% | -1.1% | 0%
Cc1ccc(CNC(=O)Cc2ccc(-n3c(=O)[nH]c4ccsc4c3=O)cc2)cc1 | 16% | -14% | -3% | 4% | -2% | -1.0% | 1%
COc1cccc(Cn2c(=O)c(C)nc3cnc(OC)nc32)c1 | x | u | 4% | 1% | x | x | x
CCc1ccc(N2C(=O)CC(N3CCC(C(=O)OC)CC3)C2=O)cc1 (centres undefined) | u | -7% | 28%[38.3 µM] | 2% | -2% | 0.0% | 5%
CCOC(=O)c1nn(-c2ccc(C)cc2)c(C)c1C(C)=O | -1%[46.1 µM] | 3% | 5%[38.3 µM] | -10% | 1% | -0.7% | 6%
CCOC(=O)N1CCN(C(=O)c2ccc(-n3c(C)ccc3C)cc2)CC1 | -6%[46.1 µM] | 5% | x | -2% | x | 0.0% | 1%
COc1ccc(NC(=O)CN2CCN(c3ccc(F)cc3)CC2)cc1Cl | -16%[46.1 µM] | 5% | -1%[38.3 µM] | -2% | -1% | -0.9% | 1%
Cc1ccccc1CSCC(=O)c1c(N)n(CC(C)C)c(=O)n(C)c1=O | -18%[46.1 µM] | -17% | 38%[38.3 µM] | 15% | 0% | -0.7% | 7%
COc1ccc(CN2CCN(S(=O)(=O)c3ccc(F)cc3)CC2)c(OC)c1OC | -12%[46.1 µM] | 6% | 5%[38.3 µM] | 0% | -5% | -1.0% | -1%
Cc1ccc(C(=O)Nc2nc(C(C)(C)C)cs2)s1 | u | u | 31%[activator][38.3 µM] | -1% | 15% | 8.2% | 3%
COc1ccc(C(=O)/C(C#N)=N/Nc2cccc([N+](=O)[O-])c2)cc1 | -38% | -2%[1.84 µM] | 11% | -4% | 0% | -0.7%[10.1 µM] | u
COc1ccc(CNC(=O)/C=C/c2cc([N+](=O)[O-])ccc2OC(F)F)cc1 | -8%[46.1 µM] | -7% | 30%[38.3 µM] | 4% | -3% | -0.8% | -1%
O=C(Nc1cccc(NC(=O)C2CCCO2)c1)c1ccco1 (centres undefined) | 26% | x | -12% | 4% | -16% | -1.1% | -5%
O=Nc1ccc(NOC(=O)c2ccc(Br)cc2)cc1 | -1%[46.1 µM] | 6% | -8%[38.3 µM] | 1% | -1% | 2.8% | -1%
O=C1CC(Sc2ncn[nH]2)C(=O)N1c1ccccc1 (centres undefined) | -1%[46.1 µM] | -6% | 17%[38.3 µM] | 6% | -4% | -0.8% | -5%
COc1ccccc1/C=N/NC(=O)CSc1cc(C)nc2ccccc12 | 9% | x | 2% | 10% | -3% | -1.1% | 1%
CCC(CC)C(=O)Nc1c(C)n(C)n(-c2ccccc2)c1=O | -2%[46.1 µM] | -7% | 25%[38.3 µM] | -5% | 20% | 0.1% | -1%
Cc1cccc(CC2CC(=O)N(c3nc4ccccc4s3)C2=O)c1 (centres undefined) | -32% | x | 2% | -4% | 0% | 0.4% | -2%
COc1ccc(-c2nnn(CC(=O)N3CCN(c4ccccc4OC)CC3)n2)cc1OC | 22% | x | -16% | -6% | -1% | -7.4% | 4%
CN1CCN(/N=C/c2nc(-c3ccccc3Cl)n3ccccc23)CC1 | -27%[46.1 µM] | -6% | 9% | -16% | 0% | 0.0% | -17%
CCOC(=O)c1c(NC(=O)COc2ncnc3ccccc23)sc(C)c1CC | -29%[46.1 µM] | u | 4% | 0% | 1% | 1.0% | -2%
More results:
SMILES | NPSR antag | Lamin A splicing | IMPase Li cell | aGal spleen mod | KinaseGlo FLuc | Epigenetic derep | CBFb RUNX1 block
CCOC(=O)c1cnc2c(cnn2C)c1NCCCN(C)C | -3%[46.1 µM] | -3% | -11%[38.3 µM] | -3% | -2% | -1.1% | 3%
O=C(CCCSc1nc2ccccc2s1)NCc1ccc2c(c1)OCO2 | -6% | -18% | 17% | 2% | 1% | -1.0% | -1%
COc1cc(/C=C/C(=O)c2c(O)ccc3c(C)cc(=O)oc23)ccc1O | -13%[46.1 µM] | u | -16%[38.3 µM] | 3% | -3% | -0.7% | 1%
COC(=O)Nc1ncc(CN2CCCCC2)s1 | 5%[46.1 µM] | 4% | 23%[38.3 µM] | 7% | 1% | 8.9% | 0%
Cn1cc(CNCCCn2ncc3ccccc32)c(-c2ccccc2F)n1 | -1% | x | 13% | -6% | 3% | -0.7% | 4%
CCOc1ccccc1/C=N/NC(=O)Cc1csc(Nc2cccc(C(F)(F)F)c2)n1 | -19%[46.1 µM] | -6% | 3%[38.3 µM] | -5% | -6% | -1.4% | -8%
COc1cccc(Cn2cc(C(=O)NCCN(C)C)nn2)c1 | 7% | x | 16% | -6% | 1% | -0.1% | 2%
COCCCNC(=O)Cn1c(=O)n(CC(=O)NCCc2ccc(OC)c(OC)c2)c(=O)c2sccc21 | 10% | x | 0% | 1% | -2% | -1.5% | 3%
O=C(CCCN1C(=O)c2cccc3cccc(c23)C1=O)N1CCN(c2ccccc2O)CC1 | 2% | u | 1% | 10% | -2% | -1.3% | -13%
CCCN(CCC)CC(O)CN1C(=O)NC(C)(C)C1=O (centres undefined) | -4% | 9%[46 µM] | 3% | 6% | 0% | 0.0% | 5%
CCN1CNC(=S)N(c2cc(C)ccc2C)C1 | 1%[46.1 µM] | 4% | 8%[38.3 µM] | 2% | -2% | -0.1% | 5%
C#CCOC(=O)c1ccccc1C(=O)O | -6%[46.1 µM] | -10% | -2% | 1% | 2% | 0.0% | 13%
COC(=O)c1c(NC(=O)c2ccc(C)cc2)csc1C | 34% | u | x | 9% | x | 2.2% | 27%
CCS(=O)(=O)c1ccc(N)cc1 | 24% | u | 1% | 5% | 0% | -2.7% | 0%
O=C(CSc1ccccc1C(=O)O)NCc1ccccc1 | 11% | x | -1% | -1% | 0% | -1.2% | 13%
CCCCCOC(=O)c1[nH]c2c(c1C)C(=O)C(C(=O)OC)C(C)C2 (centres undefined) | -26%[46.1 µM] | u | 27%[38.3 µM] | -1% | -3% | 0.0% | 0%
COCCNc1nnc(SCC(=O)Nc2cc(-c3ccccc3)nn2-c2ccccc2)s1 | 5% | -4% | 3% | 0% | 7% | -0.1% | 3%
CC1=C(C(=O)N2CCN(c3cc(C)ccc3C)CC2)C2(CCCCC2)OC1=O | 0% | 0% | 6% | 2% | 0% | -1.1% | 9%[2.36 µM]
COc1ccccc1N1CCN(C(=O)Nc2cccc(Cl)c2)CC1 | -12%[46.1 µM] | 1% | 15%[38.3 µM] | -7% | 18% | 1.9% | -3%
CCOc1ccc(C(CC(=O)O)NC(=O)COc2ccccc2OC)cc1OC (centres undefined) | 20% | 15%[9.22 µM] | -2% | 0% | -1% | -1.7% | -6%
O=S(=O)(Nc1ccccc1)c1ccc(F)cc1 | -10%[46.1 µM] | 0% | 3%[38.3 µM] | 1% | 0% | 0.0% | 0%
COc1cc(OC)c2c(=O)cc(-c3ccccc3)oc2c1 | -17% | x | 13% | 4% | x | -2.5% | 10%
CC(=O)n1c(Cl)c(NC(=O)CCl)c2ccccc21 | u | u | 2%[38.3 µM] | 9% | 0% | 0.0% | 5%
O=C(N/N=C1/C[C@@H](O)[C@@H](O)[C@@H]2[C@@H]3C(=O)N(Cc4ccccc4)C(=O)[C@H]3CC[C@H]12)OCc1ccccc1 | x | x | x | -5%[17.5 µM] | x | 0.0%[10.1 µM] | 9%[13.1 µM]
O=Cc1cn(-c2ccc(F)cc2)c2ccccc12 | 0% | 4% | -2% | 6% | 1% | 1.1% | 1%
(listing goes on)
SMILES | NPSR antag | Lamin A splicing | IMPase Li cell | aGal spleen mod | KinaseGlo FLuc | Epigenetic derep | CBFb RUNX1 block
Cc1ccccc1Cn1c(-c2cncs2)nc2ccccc21 | u | u | -1%[38.3 µM] | 5% | -3% | -1.5% | x
Cc1ccc(N2C(=O)CC(Cc3cc(C)cc(C)c3)C2=O)cc1 (centres undefined) | -5% | 0%[46 µM] | 10% | -4% | 1% | 1.4% | 7%
O=C(Oc1ccc2ccc(OC(=O)N3CCCCCC3)cc2c1)N1CCCCCC1 | -46% | 0% | 14% | 0% | -3% | -2.7% | -12%
O=C(CSc1nnc(NC2CCCCC2)s1)Nc1ccc2c(c1)C(=O)c1ccccc1C2=O | -16% | u | 2% | 1% | 0% | -4.7% | -16%
COc1ccc(CCNC(=O)c2c(O)c3cccc4c3n(c2=O)CC4)cc1 | -9%[46.1 µM] | -9% | 17%[38.3 µM] | 11% | 5% | -7.9% | 5%
C=CCS/C(N)=N\N=C\c1cc(Br)cc([N+](=O)[O-])c1O | 29% | x | x | -4% | x | 0.4% | u
N#CCSc1nnc(-c2cccnc2)n1-c1ccccc1 | 0%[46.1 µM] | 1% | 5%[38.3 µM] | 2% | 0% | 0.7% | 1%
CCCCCCCn1c(=O)c(C(=O)OC)c(N)c2ccccc21 | -60% | x | x | 5% | x | 0.1% | 4%

Record cards, from the list above. Values in the order: NPSR antag, Lamin A splicing, IMPase Li cell, aGal spleen mod, KinaseGlo FLuc, Epigenetic derep, CBFb RUNX1 block
CCCCCCCn1c(=O)c(C(=O)OC)c(N)c2ccccc21 reads -60%, x, x, 5%, x, 0.1%, 4%
Cc1ccccc1Cn1c(-c2cncs2)nc2ccccc21 reads u, u, -1%[38.3 µM], 5%, -3%, -1.5%, x
Cc1ccc(N2C(=O)CC(Cc3cc(C)cc(C)c3)C2=O)cc1 (centres undefined) reads -5%, 0%[46 µM], 10%, -4%, 1%, 1.4%, 7%
